ATG4B inh: ATG4B protease inhibitors, primary screen, biochemical, fluorescence, uHTS; Cysteine protease ATG4B (Homo sapiens), Q9Y4P1; 0.51% of 340,000 active; inhibition, % at 8.33 µM; AID 504462, 2011; ATG4B cleavage of LC3-PLA2, NBD-HPC fluorescence, 1 h; in the data active = inhibition above about 40%
Target sequence (Q9Y4P1 whole entry, looked up): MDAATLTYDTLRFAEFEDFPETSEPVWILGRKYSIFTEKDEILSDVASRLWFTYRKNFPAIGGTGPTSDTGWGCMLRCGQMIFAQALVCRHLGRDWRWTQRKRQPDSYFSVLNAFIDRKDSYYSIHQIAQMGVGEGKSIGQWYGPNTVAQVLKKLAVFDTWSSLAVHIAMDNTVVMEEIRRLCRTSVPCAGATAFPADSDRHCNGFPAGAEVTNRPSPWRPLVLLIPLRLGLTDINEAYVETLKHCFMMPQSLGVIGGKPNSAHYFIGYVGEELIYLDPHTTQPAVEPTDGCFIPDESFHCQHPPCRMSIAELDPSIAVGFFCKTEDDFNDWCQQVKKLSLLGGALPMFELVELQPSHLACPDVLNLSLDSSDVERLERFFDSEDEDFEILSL
An asterisk follows results filed as active.

What do the screens show for `OC1c2cc(Cl)ccc2-c2c(Cl)cc(Cl)cc21` (stereo not drawn)?
ATG4B inh: -8.1

What do the screens show for `CCC(C)NS(=O)(=O)c1ccc(NC(=O)CNCc2cccs2)cc1` (stereo not drawn)?
ATG4B inh: -2.4

How did CC(C)CC1NC(=O)C(CC(C)C)N(CO)C1=O (stereo not drawn) do in these assays?
ATG4B inh: 5.3

Results for CCOc1ccc(OCCC(=O)N(CCOC)c2c(N)n(Cc3ccccc3)c(=O)[nH]c2=O)cc1 ?
ATG4B inh: -3.1

Results for Cc1ccc(C(=O)N(CCc2ccccc2)Cc2ccccc2)cc1S(=O)(=O)N1CCOCC1 ?
ATG4B inh: 1.1

Results for O=C(CSCc1ccc(Cl)cc1)N/N=C/c1c(Cl)cccc1Cl ?
ATG4B inh: 11.9

How did Cn1cccc1/C=C1\SC(=S)N(NC(=O)c2ccc(Cl)cc2)C1=O do in these assays?
ATG4B inh: 11.7

How did COC(=O)c1sc(NC(=O)CN2CCN(c3cccc(Cl)c3)CC2)c(C(=O)OC)c1C do in these assays?
ATG4B inh: -6.4

How did Cc1cc(=O)oc2cc(O)cc(O)c12 do in these assays?
ATG4B inh: 7.6

Results for COCc1cc(C)nc(N/N=C/c2ccc(-c3ccc(Cl)cc3[N+](=O)[O-])o2)c1C#N ?
ATG4B inh: 13.0

How did Cc1cccc(NC(=O)/C(=C\c2ccc([N+](=O)[O-])o2)NC(=O)c2ccc(Cl)cc2)c1 do in these assays?
ATG4B inh: -4.5

Results for COC(=O)c1nc(NC(=O)c2ccc(C(C)(C)C)cc2)n[nH]1 ?
ATG4B inh: 1.2

What do the screens show for `CN1CCN(S(=O)(=O)c2ccc(NC(=S)NC(=O)c3ccc(Cl)cc3)cc2)CC1`?
ATG4B inh: -5.1

What do the screens show for `N=C(N)c1ccc(N=Nc2c(O)ccc3c2[nH]c2ccccc23)cc1`?
ATG4B inh: 86.1*

Results for C=C1C(=O)OC2C=C(CO)CCC=C(CO)CC(OC(=O)C(C)C)C12 (stereo not drawn) ?
ATG4B inh: -4.0

What do the screens show for `Cc1cc(Cl)ccc1OCC(=O)OCC(=O)NCCNC(=O)COC(=O)COc1ccc(Cl)cc1C`?
ATG4B inh: -13.5

How did CCCc1cc2c(=O)c(-c3nc4ccccc4s3)c(COCC(=O)O)oc2cc1O do in these assays?
ATG4B inh: 18.4

How did CC1CN(C(C)C)C(=S)N(c2ccccc2)C1=O (stereo not drawn) do in these assays?
ATG4B inh: -3.2

How did CCN(CC(=O)NCc1cccs1)C(=O)c1cccc(S(=O)(=O)N(CC)c2ccccc2)c1 do in these assays?
ATG4B inh: 7.8

Results for O=C(CSc1c2c(nc3ccc(Cl)cc13)CCCC2)N1CCN(C(=O)c2ccco2)CC1 ?
ATG4B inh: 3.4

Looked up by structure from above:
What do the screens show for `N=C(N)c1ccc(N=Nc2c(O)ccc3c2[nH]c2ccccc23)cc1`?
ATG4B inh: 86.1*

How did CC1CN(C(C)C)C(=S)N(c2ccccc2)C1=O (stereo not drawn) do in these assays?
ATG4B inh: -3.2

How did CCCc1cc2c(=O)c(-c3nc4ccccc4s3)c(COCC(=O)O)oc2cc1O do in these assays?
ATG4B inh: 18.4

How did Cc1cccc(NC(=O)/C(=C\c2ccc([N+](=O)[O-])o2)NC(=O)c2ccc(Cl)cc2)c1 do in these assays?
ATG4B inh: -4.5

How did CCN(CC(=O)NCc1cccs1)C(=O)c1cccc(S(=O)(=O)N(CC)c2ccccc2)c1 do in these assays?
ATG4B inh: 7.8

Later entries:
What do the screens show for `CC#CC#Cc1cccc(=O)o1`?
ATG4B inh: -2.3

How did COc1ccc2c(c1)c1nnc(SCC(=O)N3CCCCC3C)nc1n2C (stereo not drawn) do in these assays?
ATG4B inh: -6.1

How did CCOC(=O)c1c(-c2ccccc2)c[nH]c1C do in these assays?
ATG4B inh: -0.5

Results for Cc1n[nH]c(=S)n(NC(=O)/C=C/C(=O)Nn2c(=S)[nH]nc(C)c2=O)c1=O ?
ATG4B inh: -6.8

What do the screens show for `Cc1c(Cl)cccc1NC(=O)C1CC(=O)N(C2CCCC2)C1` (stereo not drawn)?
ATG4B inh: 5.7

What do the screens show for `NC(=O)C1(Nc2ccc(-c3ccc(Br)cc3)cc2)CCCC1`?
ATG4B inh: 9.1

Results for COc1cc(NCCCn2cnc(C(=O)Nc3ccc(C)c(C)c3)n2)cc(OC)c1OC ?
ATG4B inh: -7.5

How did CNc1nc(NC)c2cn[nH]c2n1 do in these assays?
ATG4B inh: -8.5

How did CC(C)(O)CN(CCCNC(=S)Nc1ccccc1)C(=S)Nc1ccccc1 do in these assays?
ATG4B inh: -0.6

Results for O=C1C[C@@H]2c3c(cccc3CN1Cc1ccccc1Br)C[C@@H](O)[C@H]2O ?
ATG4B inh: -4.3

What do the screens show for `c1coc(-c2nc3ccccc3s2)c1`?
ATG4B inh: -2.3

What do the screens show for `O=C(c1cccc(Cl)c1)N1CCN(Cc2ccncc2)CC1`?
ATG4B inh: -8.4

How did c1ccc(CN2CCC(CNc3ncnc4ccccc34)C2)cc1 (stereo not drawn) do in these assays?
ATG4B inh: -1.3

What do the screens show for `CCCCOC(C)n1cc(F)c(=O)[nH]c1=O` (stereo not drawn)?
ATG4B inh: -2.7

How did Cc1ccc(S(=O)(=O)N2CCc3ccccc3CC2)cc1 do in these assays?
ATG4B inh: 6.9

How did CCOc1nc(C#N)nc(N2CCCCC2)n1 do in these assays?
ATG4B inh: -6.4

How did CS(=O)(=O)c1ccc(C(=O)N2CCN(S(=O)(=O)c3ccc(C4CCCCC4)cc3)CC2)cc1 do in these assays?
ATG4B inh: 0.9

How did COC(=O)C=C1CCC2C3CC(F)C4(O)CC(=O)CCC4(C)C3C(=O)CC12C (stereo not drawn) do in these assays?
ATG4B inh: 5.0

How did Cc1ccccc1Oc1ccc2c(c1)[C@@H]1C[C@H](N(C)C(=O)NC3CCCCC3)[C@H]([C@H](C)O)C(=O)N1CC2 do in these assays?
ATG4B inh: -8.9

How did O=C(NCC(=O)N1CCCC(C(F)(F)F)C1)c1cccs1 (stereo not drawn) do in these assays?
ATG4B inh: -0.1

Ordered by molar mass (low to high): part of the list above
What do the screens show for `CCCCOC(C)n1cc(F)c(=O)[nH]c1=O` (stereo not drawn)?
ATG4B inh: -2.7

How did CCOc1nc(C#N)nc(N2CCCCC2)n1 do in these assays?
ATG4B inh: -6.4

How did c1ccc(CN2CCC(CNc3ncnc4ccccc34)C2)cc1 (stereo not drawn) do in these assays?
ATG4B inh: -1.3

How did Cc1ccccc1Oc1ccc2c(c1)[C@@H]1C[C@H](N(C)C(=O)NC3CCCCC3)[C@H]([C@H](C)O)C(=O)N1CC2 do in these assays?
ATG4B inh: -8.9

(listing goes on)
How did CC(C)(C)OC(=O)N1CCCC(C(=O)Nc2cccc(C(=O)NCCCCc3ccccc3)c2)C1 (stereo not drawn) do in these assays?
ATG4B inh: -8.0

Results for O=C(NN=Cc1ccc(F)cc1)C1CC1 ?
ATG4B inh: -5.0

What do the screens show for `COc1ccc(OC)c(/C=N/NC(=S)NCCc2ccccc2)c1`?
ATG4B inh: -4.1

Results for Cn1c(C(=O)N2CCCC2)cc2c(=O)n(C)c3ccccc3c21 ?
ATG4B inh: 16.2

Results for CCn1ncc(C2=NOC(C(=O)NCc3ccc(OC)cc3)C2)c1C (stereo not drawn) ?
ATG4B inh: -11.3

How did Cn1c(=O)c2c(nc(SCc3nn[nH]n3)n2Cc2ccccc2F)n(C)c1=O do in these assays?
ATG4B inh: -8.3

How did O=C1CC[C@@H]2CC3(C[C@@H]4CCN1[C@H]24)Nc1ccccc1NC3=NC1CCCCC1 (stereo partly drawn) do in these assays?
ATG4B inh: -3.3

Results for O=C(CSc1nnc(SCc2ccc(Cl)cc2)s1)N/N=C/c1c[nH]c2ccccc12 ?
ATG4B inh: 29.4

Results for COc1cccc2sc(Nc3nc4ccc(NC(C)=O)cc4s3)nc12 ?
ATG4B inh: -10.2

Results for O=C(O)CCCCn1c(SCc2ccccc2Cl)nc2ccsc2c1=O ?
ATG4B inh: 19.6

Results for CC(C)C(C)(C#N)NC(=O)COC(=O)C1CCN(S(=O)(=O)c2ccc3c(c2)OCCO3)CC1 (stereo not drawn) ?
ATG4B inh: -12.6

How did OC(c1cc(-c2cccc(Cl)c2)nc2ccccc12)C1CCCCN1 (stereo not drawn) do in these assays?
ATG4B inh: 42.5*

Results for O=C1NN(c2ccc(Cl)cc2)C(=O)/C1=C\c1ccc(-c2cccc(C(=O)O)c2)o1 ?
ATG4B inh: 28.4

How did COC(=O)/C=C\C(=O)Nc1cccc([N+](=O)[O-])c1 do in these assays?
ATG4B inh: 0.5

Results for Cc1ccc2c(O)c(Cc3ccccc3)c(=O)[nH]c2n1 ?
ATG4B inh: 8.3

How did CCCn1c(SCC(=O)c2cc(OC)ccc2OC)nc2c1c(=O)n(C)c(=O)n2C do in these assays?
ATG4B inh: -11.0

How did O=C1[C@H](Cc2ccccc2)NCCCC[C@H](c2ccc(Cl)cc2)N1Cc1ccc(Cl)cc1 do in these assays?
ATG4B inh: -0.1

What do the screens show for `CC(=O)NC1CC(C)(C)N(OC(C)=O)C(C)(C)C1`?
ATG4B inh: -2.2

What do the screens show for `Oc1cc2c(cc1O)[C@@H](c1ccccc1)CNCC2`?
ATG4B inh: -1.0

Results for O=C(O)CC/C(=C\c1cc([N+](=O)[O-])ccc1Cl)c1nc2ccccc2s1 ?
ATG4B inh: 17.5

What do the screens show for `COc1nc(=O)n(C2OC(CO)C(O)C2O)cc1C` (stereo not drawn)?
ATG4B inh: 1.3

Results for O=C1NC(c2ccccc2)N=C2Oc3ccccc3C=C12 (stereo not drawn) ?
ATG4B inh: -5.6

How did CC(C)C(=O)Nc1cccc(N2CCN(CCCN3C(=O)C4CCCCN4C3=O)CC2)c1 (stereo not drawn) do in these assays?
ATG4B inh: -0.7

Results for COc1ccc(C(=O)c2ccc(OC)c(OC)c2OC)cc1 ?
ATG4B inh: -10.5

What do the screens show for `CC12CCC=CC1=C(C=O)C1C2CCC2(C)C(O)CCC12` (stereo not drawn)?
ATG4B inh: 4.1

How did O=C(Nc1ccccc1Cl)C1C2CCCCC21 (stereo not drawn) do in these assays?
ATG4B inh: 9.2

Results for COc1ccc(-c2cc(C(F)(F)F)nc(SCC(=O)N3CC(C)OC(C)C3)n2)cc1OC (stereo not drawn) ?
ATG4B inh: 2.9

How did Cn1cnc([N+](=O)[O-])c1S(=O)(=O)Oc1cccc2ccccc12 do in these assays?
ATG4B inh: 1.6

Results for C=C1C(O)C[C@@H](C(C)C)N(CC(C)C)S1(=O)=O (stereo partly drawn) ?
ATG4B inh: -5.8

What do the screens show for `CCCCn1c(N)c(N(CC(C)C)C(=O)CSc2nnc(C)n2-c2ccccc2)c(=O)[nH]c1=O`?
ATG4B inh: -7.9

What do the screens show for `CN(C(=O)c1cccc(NC(=O)Cc2ccc(NC(=O)C3CCN(C(=O)c4ccccc4)CC3)cc2)c1)C1CCCC1`?
ATG4B inh: -10.7

Results for Nc1cc(N)c2c(c1)C(=O)c1ccccc1-2 ?
ATG4B inh: 5.8

How did COc1ccc(CC(C)NCC(O)c2ccc(O)c(NC=O)c2)cc1 (stereo not drawn) do in these assays?
ATG4B inh: 0.1

How did CN(C)CCN1C(=O)c2cccc3cc([N+](=O)[O-])cc(c23)C1=O do in these assays?
ATG4B inh: 1.1

Results for Cc1cccc(NS(=O)(=O)c2ccc(C)c(C(=O)NCC(c3cccs3)N3CCOCC3)c2)c1 (stereo not drawn) ?
ATG4B inh: -10.1

What do the screens show for `O=C(OCC(=O)N(CCc1ccccc1)Cc1ccccc1)c1cccc(S(=O)(=O)N2CCOCC2)c1`?
ATG4B inh: -15.7

Results for CC(=NNC(=S)N1CCCCCC1)c1cccc2cccnc12 ?
ATG4B inh: -3.7

Results for O=C(COc1nc2ccccc2nc1N1CCOCC1)N1CCc2ccccc21 ?
ATG4B inh: 5.1

What do the screens show for `O=C(O)c1cc([N+](=O)[O-])ccc1Oc1ccccc1`?
ATG4B inh: 0.2

Results for Cc1cc(SC(C)C(=O)Nc2ncc(Cl)cc2Cl)nc2ccccc12 (stereo not drawn) ?
ATG4B inh: -7.2

What do the screens show for `N#CC(=C(O)COC(=O)CCC1CCCCC1)c1nc2ccccc2[nH]1`?
ATG4B inh: -2.3

What do the screens show for `O=C(NCc1cccnc1)/C(=C\c1ccc(-c2cccc(Cl)c2)o1)S(=O)(=O)c1ccccc1`?
ATG4B inh: -9.4

How did Oc1ccccc1/C=N/Nc1ncc(Br)cn1 do in these assays?
ATG4B inh: 3.6

What do the screens show for `CCOc1ccccc1N=C1SCC(C)N1C(=O)C1CCN(c2ncnc3sc(C)c(C)c23)CC1` (stereo not drawn)?
ATG4B inh: 6.4

How did O=[N+]([O-])c1cc(S(=O)(=O)Oc2ccccc2)ccc1Cl do in these assays?
ATG4B inh: 6.4

Results for Cc1ccc(S(=O)(=O)N2CCOCC2)cc1C(=O)NC1CCN(Cc2ccccc2)CC1 ?
ATG4B inh: -31.8

Results for CCOc1ccc(S(=O)(=O)Nc2cccc(C(=O)N(C)CC(=O)Nc3ccc(OC)cc3)c2)cc1 ?
ATG4B inh: -2.7

How did COc1cccc2c1C1(O)C2CCCCCCCCCC12OCCCO2 (stereo not drawn) do in these assays?
ATG4B inh: -5.3

Results for CN1C[C@@H]2[C@@H]3C(=O)N(C)C(=O)[C@@H]3[C@](C)(C1=O)N2C(=O)c1ccc(C(C)(C)C)cc1 ?
ATG4B inh: 1.0

How did N#Cc1c(Nc2ccccc2)[n+]([O-])c2ccc(Cl)cc2[n+]1[O-] do in these assays?
ATG4B inh: -9.5

What do the screens show for `O=C(NN=Cc1ccc([N+](=O)[O-])cc1)c1ccncc1`?
ATG4B inh: 4.1

Results for COC(=O)CCC(C)C1CCC2C3CCC4CC(O)CCC4(C)C3=CC(=O)C12C (stereo not drawn) ?
ATG4B inh: -9.2

Results for CCOc1ccccc1C=NNC(=O)C1CC1 ?
ATG4B inh: 1.6

How did CN1C(C(=O)Nc2ncccn2)=C(O)c2ccccc2S1(=O)=O do in these assays?
ATG4B inh: 3.7

Results for CC1(C2CCCC2)NC(=O)NC1=O (stereo not drawn) ?
ATG4B inh: 2.0

Results for COc1ccc(CCNC(=O)c2ccc(NC(=O)CC3SC(N4CCCCC4)=NC3=O)cc2)cc1 (stereo not drawn) ?
ATG4B inh: -6.1

Bioassay records as filed in PubChem.

Some of the compounds tested; rates above refer to the full screens.
